High-throughput results from PubChem.
MBNL1 CUG block = MBNL1-poly(CUG) RNA binding inhibition | Q9NR56 | TR-FRET MBNL1-His/biotin-(CUG)12 binding, 665/545 ratio | Potency, µM (doses to about 57.5 µM), for the others: at the top dose activity change, negative = inhibition, usual class: inhibitors | hit rate 0.036% among 280,000 | AID 2675; active = well fitted inhibition curve with a large enough effect in the signal ratio, with a control signal flat, not every such curve was filed as active; inconclusive = small, poorly fitted or top-dose-only effect, or effect the other way, or a change in a side signal; inactive = no such curve, though single readings can be large or run the other way; the % refers to the signal ratio; note: potency is the fitted concentration of half-maximal effect; % is set by controls: 0 for no effect and ±100 for the full control effect
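TR-FRET between His-tagged MBNL1 and biotin-(CUG)12 RNA, detected with Tb anti-His antibody (0.055 ng/ul) and streptavidin-XL665 (5 nM), 60 min at room temperature. Compounds titrated 92 nM to 58 uM; 665/545 nm ratio normalized to buffer and complex controls.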
hERG WT inh = KCNH2 (human, wildtype) channel inhibition. Q12809. U2OS, BacMam KCNH2, thallium flux FluxOr; active compounds read low. activity change, % at 1.84 µM. hit rate 0.37% among 340,000. AID 720551;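 active = maximum activity change below -70%; inconclusive = maximum activity change between -70% and -50%; inactive = maximum activity change above -50%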; note: % is set by controls: 0 for no effect and ±100 for the full control effect
Target sequence (Q12809 whole entry, looked up): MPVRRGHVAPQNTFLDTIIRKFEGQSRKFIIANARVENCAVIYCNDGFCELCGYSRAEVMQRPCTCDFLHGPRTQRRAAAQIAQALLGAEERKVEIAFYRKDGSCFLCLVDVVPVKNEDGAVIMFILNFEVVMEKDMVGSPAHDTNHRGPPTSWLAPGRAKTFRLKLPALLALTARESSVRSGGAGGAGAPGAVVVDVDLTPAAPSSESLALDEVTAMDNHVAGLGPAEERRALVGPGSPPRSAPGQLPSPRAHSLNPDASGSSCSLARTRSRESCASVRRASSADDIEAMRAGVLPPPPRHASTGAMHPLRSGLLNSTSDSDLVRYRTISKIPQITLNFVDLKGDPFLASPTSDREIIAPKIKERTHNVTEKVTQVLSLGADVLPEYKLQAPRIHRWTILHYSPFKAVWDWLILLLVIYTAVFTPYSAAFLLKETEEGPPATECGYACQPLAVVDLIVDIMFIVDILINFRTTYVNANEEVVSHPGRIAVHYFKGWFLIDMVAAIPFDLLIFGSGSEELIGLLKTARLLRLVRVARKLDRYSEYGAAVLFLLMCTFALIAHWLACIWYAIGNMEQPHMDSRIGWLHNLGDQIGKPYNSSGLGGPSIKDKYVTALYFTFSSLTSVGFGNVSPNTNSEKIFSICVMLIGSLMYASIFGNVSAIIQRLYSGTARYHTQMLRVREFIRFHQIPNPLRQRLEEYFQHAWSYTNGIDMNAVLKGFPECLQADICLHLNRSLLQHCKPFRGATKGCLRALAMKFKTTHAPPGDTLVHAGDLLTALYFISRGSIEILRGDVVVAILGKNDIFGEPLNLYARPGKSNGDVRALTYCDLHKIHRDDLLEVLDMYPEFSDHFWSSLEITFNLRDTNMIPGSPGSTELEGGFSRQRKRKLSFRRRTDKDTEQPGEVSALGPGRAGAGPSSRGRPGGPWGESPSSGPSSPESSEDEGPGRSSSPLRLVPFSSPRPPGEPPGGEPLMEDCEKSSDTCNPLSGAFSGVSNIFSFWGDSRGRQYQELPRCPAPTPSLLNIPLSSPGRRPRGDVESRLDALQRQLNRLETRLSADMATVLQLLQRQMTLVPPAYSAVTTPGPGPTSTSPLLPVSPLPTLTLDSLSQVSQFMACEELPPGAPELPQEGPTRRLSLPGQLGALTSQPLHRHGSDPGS
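U2OS cells were transduced with wild-type KCNH2 virus (2.03 x 10^8 / mL) for 4 h at room temperature, then cultured overnight at 37 C. Thallium flux was read with FluxOr dye. Rate constants were normalized to DMSO controls.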
KCNH2 3.1 block = blocks the human KCNH2 3.1 channel isoform; U2OS KCNH2 3.1, thallium flux FluxOr; active compounds read low; activity change, % (tested at about 1.8 µM); hit rate 0.95% among 340,000;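 active = maximum activity change below -70%; inconclusive = maximum activity change from -70% to -50%; inactive = maximum activity change above -50%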;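 note: thallium influx rate constant from kinetic fluorescence after stimulation buffer; % is set by controls: 0 for no effect and ±100 for the full control effect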
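Thallium flux read-out: FluxOr dye with Red40 quencher in HBSS/HEPES, 45 min at RT. Rate constants from kinetic reads were normalized to positive and negative DMSO controls. Cells: U2OS virally expressing the 3.1 isoform.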
A-T KAP1 phos = candidate therapy for ataxia-telangiectasia. AID 485349. hit rate 0.19% among 320,000. Potency, µM (highest dose often 57.5 µM), for inactives: at the top dose activation, hits mostly activators. […] A-T fibroblasts, KAP-1 phosphorylation AlphaLISA; neocarzinostatin DNA damage 30 min before lysis; note: potency is the fitted concentration of half-maximal effect; % of control where 0% means no effect; nearly all actives have a fitted effect of over 45% in size
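ATM-like activity read as KAP-1 phosphorylation via AlphaLISA donor/acceptor antibody pairs after lysis and 6 hr at 25C. Cells were ATM-null patient fibroblasts ([…], hTERT), dosed 60 min, then exposed to the DSB inducer NCS for 30 min.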
GALK inhibitor = blocks human galactokinase activity; P51570; Purified GALK, Kinase-Glo residual ATP luminescence; Potency, µM (series often up to 57.5 µM), inactives show at the top dose activity change, negative = inhibition, most hits filed as inhibitors; hit rate 0.007% among 270,000; note: potency is the fitted concentration of half-maximal effect; % is set by controls: 0 for no effect and ±100 for the full control effect
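Luminescence from leftover ATP (Ultra-Glo luciferase/luciferin) served as read-out after a 1 h room-temperature reaction of 5 nM GALK with 35 uM ATP and 100 uM galactose.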
FBPA coupling cs = counter-screen for Giardia aldolase inhibitors: coupling enzyme system; coupling enzyme system counterscreen, AmpLite Red fluorescence; activity change, negative = inhibition, % at 58.2 µM, hits read low; hit rate 0.67% among 290,000; AID 2472; in the data active = activity change below about -30%; note: % is set by controls: 0 for no effect and ±100 for the full control effect
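Fluorescence at 525 nm excitation and 598 nm emission measured inhibition of the coupled detection system without aldolase. Compounds (at 57.5 uM final) were preincubated 10 min at room temperature with coupling enzyme reagent before a 20 min substrate/AmpLite Red step.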
Integrin act MD = integrin-mediated muscular dystrophy alleviation activation; hit rate 0.064% among 350,000; Potency, µM (highest dose often 38.3 µM), for the others: at the highest dose activation, actives largely listed as activators; alpha7betagal myoblasts, beta-gal FDG fluorescence, 48 h;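 note: potency is the fitted concentration of half-maximal effect; 100% = response of the positive control SU9516; nearly all actives have a fitted effect of over 60% in size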
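Alpha7betagal+/- myoblasts (passage 13) were plated 16-24 hr, then exposed to compounds (1:260 dilution of DMSO stock) for 48 hours at 37C. After MPER lysis, β-galactosidase reporter activity was read as FDG fluorescence (ex 480/em 540) after 30 minutes.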
CXXC DNA block = blocks binding of human MLL CXXC domain to DNA; Q03164; hit rate 0.037% among 290,000; Potency, µM (doses to about 115 µM), inactives show at the top dose activity change, negative = inhibition, usual class: inhibitors; MLL-CXXC / FITC-HOXA9 DNA fluorescence polarization; AID 2662; active = well fitted inhibition curve with a large enough effect in the polarisation, with a control signal flat, not every such curve was filed as active; inconclusive = small, poorly fitted or top-dose-only effect, or effect the other way, or a change in a side signal; inactive = no such curve, though single readings can be large or run the other way; the % refers to the polarisation; note: potency is the fitted concentration of half-maximal effect
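Steps: dispense CXXC domain solution (7 uM) → pin compounds or unlabeled HOX-A9 DNA control → 5 min ambient → add FLSN-HOX-A9 solution (50 nM) → spin → 30 min ambient → fluorescence polarization. Tris pH 7.5/NaCl/DTT/BSA buffer.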
S-ASM inh = human S-ASM enzyme inhibition. placental ASM, HMU-PC fluorogenic substrate, 60 min. P17405. Potency, µM (top dose mostly 57.5 µM), for inactives: at the highest dose activity change, negative = inhibition, hits mostly inhibitors. AID 504937. hit rate 0.006% among 340,000; note: potency is the fitted concentration of half-maximal effect
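Fluorogenic HMU-PC substrate (9 uM final) is turned over by placental ASM in 60 min at 37 C after a 10 min compound preincubation. Reaction ended by alkaline stop (pH 10), with fluorescence read at 386/447 nm.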
TRPV1 ag = human TRPV1 agonism | Q8NER1 | TRPV1-expressing cells, Fluo-8 calcium influx, agonist mode | activation, % at 8.33 µM | hit rate 0.19% among 320,000 | AID 540275; in the data active = activation above about 80%; inconclusive = between about 30% and that limit; note: 0% is about no effect
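Fluo-8 calcium influx in TRPV1-expressing cells, kinetic read (ex 480/em 520 nm). Compound added and read 3 min for agonist activity, followed by capsaicin at EC20 final and 2 min further read for enhancement.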
Starred values were filed as active, the others as inactive; i = inactive; u = inconclusive; x = not tested or not shown; [ ] = dose if it differs, or a comment. Unless noted, calls come from the whole dose curve; as a rule, active = well fitted curve in the direction sought with a large enough effect; inconclusive = small, poorly fitted or top-dose-only effect, or another doubt; inactive = no such curve, though single readings can be large; an effect the other way counts as inactive or inconclusive.

SMILES	MBNL1 CUG block	hERG WT inh	KCNH2 3.1 block	A-T KAP1 phos	GALK inhibitor	FBPA coupling cs	Integrin act MD	CXXC DNA block	S-ASM inh	TRPV1 ag
O=C1C2CC=CCC2C(=O)N1c1ccc(NCCc2ccccc2F)c([N+](=O)[O-])c1 (stereo not drawn)	8%	-4	8	-2%	2%	-1	-10%	5%	-9%	2
Cc1occc1C(=O)N1CCCC(N2CCN(c3cccc(C(F)(F)F)c3)CC2)C1 (stereo not drawn)	-3%	4	-11	3%	-3%	x	-22%	-5%	0%	3
Cc1ccc(-c2csc(N/N=C/c3ccco3)n2)cc1	-9%	21	-1	-5%	x	-3	-17%	0%	17%	4
CCOc1ccccc1CSc1nc2ccccc2[nH]1	-11%	2	-7	-2%	-2%	0	-11%	-3%	3%	u
CC(=O)[C@]1(O)Cc2c(O)c3c(c(O)c2[C@@H](O[C@H]2C[C@H](N)[C@H](O)[C@H](C)O2)C1)C(=O)c1ccccc1C3=O	u	0	14	x	x	x	x	u	-12%	x
Cc1c(C(=O)NCc2n[nH]c(=S)n2-c2ccc(F)cc2)cccc1[N+](=O)[O-]	9%	5	3	-8%	7%	4	24%	11%	1%	14
CCn1c2ccccc2c2cc(NC(=O)COC(=O)c3ccc(NC(=O)CC#N)cc3)ccc21	x	2	4	-9%	x	x	0%	x	x	3
N#CCCn1cc(C(=O)O)c(-c2ccc3ccccc3c2)n1	15%	-2	12	19%	-9%	1	u	-3%	4%	-7
CC(=O)c1cccc(NC(=O)CSc2ccc(-c3ccc4c(c3)OCO4)nn2)c1	x	18	7	2%	1%	4	10%	12%	-11%	10
Cc1ccc(C)c(NS(=O)(=O)c2ccc3c(c2)Cc2cc(S(=O)(=O)Nc4cc(C)ccc4C)ccc2-3)c1	x	-4	-1	3%	0%	0	-49%[inhibitor]	10%	-2%	1
CCNc1c(NS(=O)(=O)c2ccc(OC)c(Cl)c2)c(=O)oc2ccccc12	1%	-5	-7	3%	1%	-1	8%	-3%	5%	0
COc1ccc(-c2nn(-c3ccccc3)cc2C(=O)O)cc1OC	-7%	3	11	10%	0%	4	24%	10%	3%	0
CCCOc1ccc(/C=N/NC(=O)CN(c2ccc(OCC)cc2)S(C)(=O)=O)cc1	-2%	-6	-7	32%	-2%	-5	13%	-11%	-14%	1
COc1cc(C(=O)Nc2nnc(SCC(=O)NCC3CCCO3)s2)cc(OC)c1OC (stereo not drawn)	2%	9	1	4%	5%	x	2%	7%	-3%	4
O=C(C[C@H]1C/C=C\CC[C@@H](Cc2ccc(F)cc2)C(=O)O[C@@H](c2ccccc2)CNC1=O)N[C@@H](CO)Cc1ccccc1	x	2	-9	3%	x	x	-2%	x	3%	x
CC(OC(=O)[C@H](C)NC(=O)c1ccccc1Cl)C(=O)NCc1ccc2c(c1)OCO2 (stereo partly drawn)	x	3	-5	-7%	x	x	-15%	x	x	0
O=C(NCc1ccc2c(c1)OCO2)C1CCCN1C(=O)Nc1ccc(Cl)cc1 (stereo not drawn)	2%	4	14	0%	6%	1	0%	2%	-4%	-2
CC(C)n1cnc2c(NCc3ccccc3)cc(Cc3ccc(F)cc3)cc21	x	x	x	1%	x	x	-30%	x	-21%	u
CC1(c2ccccc2)NC(=O)N(CCOc2ccccc2)C1=O (stereo not drawn)	6%	0	4	-3%	5%	6	13%	11%	2%	11
Cc1ccc(CN(CC(=O)NCc2ccc3c(c2)OCO3)C(=O)c2csnn2)cc1	-3%	26	-1	2%	8%	0	u	24%	4%	5
COc1ccc(S(=O)(=O)N(C)C)cc1NC(=O)Cc1c[nH]c2ccccc12	-4%	-13	10	1%	1%	0	14%	5%	-4%	2
CC1=NN(c2ccccc2)C(=O)C1(C)[N+](=O)[O-] (stereo not drawn)	x	3	-12	-2%	0%	3	23%	-3%	4%	2
O=C(OCC(=O)N1CCN(Cc2ccccc2)CC1)c1cc(Cl)ccc1[N+](=O)[O-]	x	-11	-1	-1%	x	x	-21%	x	1%	u
CCN(CC(=O)Nc1c(F)cccc1F)C(=O)Cc1ccc2c(c1)OCCO2	x	-1	3	13%	x	x	4%	x	0%	0
CCNC(=S)N(CCc1c(C)[nH]c2ccc(F)cc12)Cc1cccnc1	3%	-8	30	u	-2%	0	6%	4%	2%	-8

Carrying on.
SMILES	MBNL1 CUG block	hERG WT inh	KCNH2 3.1 block	A-T KAP1 phos	GALK inhibitor	FBPA coupling cs	Integrin act MD	CXXC DNA block	S-ASM inh	TRPV1 ag
CC1(C(O)(C#CC[N+]2(C)CCCCC2)c2ccccc2)CCCC1 (stereo not drawn)	-7%	-6	18	-2%	-2%	2	0%	-11%	5%	1
O=[N+]([O-])c1ccc2nc(NS(=O)(=O)c3ccc(Cl)cc3)sc2c1	u	1	9	15%	-3%	13	4%	-11%	6%	-6
Fc1ccc(C2=CC(c3ccc(Br)o3)n3ncnc3N2)cc1 (stereo not drawn)	u	-23	-18	-7%	3%	2	6%	7%	50%[activator]	u
O=C(CC1CC2CCC1C2)NCc1cccs1 (stereo not drawn)	u	20	-21	1%	1%	1	-11%	2%	0%	5
CCNc1nc(NCC)n2c(SC(C)C(=O)c3ccc(C)cc3)nnc2n1 (stereo not drawn)	-14%	-3	4	-2%	-1%	-1	-6%	-2%	4%	2
CC(C)Cn1c(SCC(=O)NC(=O)Nc2ccc3c(c2)OCCO3)nc2ccccc2c1=O	-17%	1	-11	-6%	10%	2	-1%	63%[activator]	0%	-1
CCN(CC)CC(=O)Nc1c(C#N)cnn1-c1ccccc1	-4%	-3	-5	-7%	-1%	-1	9%	-16%	2%	-3
CN1C(=O)c2cccc3c(Cl)ccc(c23)C1=O	23%	-13	6	x	2%	-1	9%	3%	4%	2
CCCSc1ccc(C(=O)Nc2ccc(F)cc2F)cn1	3%	i	6	0%	0%	1	-13%	-1%	1%	u
CCOC(=O)c1[nH]c(C)c(C(=O)N2CCN(c3ccccc3)CC2)c1C	11%	-4	13	-9%	1%	0	41%[7.66 µM]	2%	4%	12
Cn1c(=O)c2c(nc(NCC3CCCO3)n2Cc2ccccc2)n(C)c1=O (stereo not drawn)	-5%	1	5	2%	-3%	-3	-5%	3%	1%	2
COc1cccc2c1OC[C@@H](CO)[C@H]2N(C)C(=O)Nc1ccc(Cl)cc1Cl	0%	-1	-1	-2%	-3%	1	-26%	9%	-4%	x
CCOC(=O)c1ccc(NC(=S)NC2CC(C)(C)NC(C)(C)C2)cc1	-15%	-11	-13	5%	4%	1	-29%[7.66 µM]	-6%	48%	3
O=C(COC(=O)c1cc(=O)c2ccccc2o1)NC1CCCCC1	25%	-7	0	-1%	1%	3	38%	5%	-1%	2
CCC(=O)Oc1ccc(C(=O)Nc2ccccc2C(=O)NCC(C)C)cc1	0%	5	5	-6%	4%	0	-19%	39%[activator]	-4%	17
CCCC1=NN(C(=O)Cc2ccc(OC)c(OC)c2)C(O)(C(F)(F)F)C1 (stereo not drawn)	3%	-2	5	-8%	-2%	3	2%	0%	-1%	-2
CCN(Cc1ccncc1)Cc1c(O)ccc2ccccc12	u	8	1	2%	9%	-33*	4%	93%[activator]	37%[activator]	-1
CSCC(C)N1CCC(n2nccc2NC(=O)c2ccccc2C)CC1 (stereo not drawn)	10%	42	-8	-3%	6%	x	-10%	9%	4%	-6
CC(=O)c1ccc(S(=O)(=O)NCCC(=O)OCC(=O)NCCc2ccccc2)cc1	-1%	6	x	7%	5%	x	u	-12%	-4%	-2
O=S(=O)(c1ccc2c(c1)CCN2)N1CCCC1	x	6	-2	15%	x	x	3%	x	-1%	2
COc1ccc(S(=O)(=O)N2CCC(Nc3ccccc3Cl)CC2)cc1	-9%	1	0	12%	-8%	x	6%	-18%	-1%	1
NNC(=O)c1cccc(S(=O)(=O)Nc2cc(Cl)ccc2Cl)c1	-10%	-2	-15	28µM*	-1%	-3	-20%	28%	1%	8
O=C(CSc1ccc2nnc(-c3ccccn3)n2n1)Nc1ccc(F)cc1	5%	-12	-39	5%	3%	x	-13%	-3%	0%	0
COc1ccc(-c2cc(C(=O)N/N=C/c3sccc3C)c3ccccc3n2)c(OC)c1	6%	-2	-14	x	0%	0	6%	3%	4%	-1
COc1ccc(CCN(Cc2ccccn2)C(=S)Nc2ccc(C)cc2)cc1OC	-2%	-5	6	0%	-1%	-1	-359%[inhibitor]	5%	-1%	-2
CC(=O)N(c1cccc(Cl)c1)c1nc(C)cc(C)c1C#N	2%	19	3	-23%	0%	1	17%	-24%	-1%	-3
CCOC(=O)N1CCN(c2cccc(C)c2C)CC1	11%	-7	-5	13%	x	6	-3%	-5%	-2%	u
